# From PubChem BioAssay
# Autophagy HCS = autophagy modulators in MEF cells, primary screen, imaging, high-content, MEF GFP-LC3; MEF GFP-LC3 puncta imaging; test concentration mostly 10 µM; 0.98% of 190,000 active; calls only at 10 µM (by protocol);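 active = percentage of spot-positive cells more than 3 SD above its plate mean, without a fluorescence outlier flag or 80% toxicity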;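 also: spot-positive cell cutoff set from DMSO-treated cells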
# T cell HTS = modulators of CD8 T cell-vesicle binding, primary screen, mouse 2C CD8+ T cells, flow cytometry | 2C CD8+ T cell-vesicle binding; stronger effect = lower value | calls only at 7 µM | 0.068% of 330,000 active | AID 2052, 2009;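 active = response, share of CD8 T cells binding vesicles, and their 90th percentile fluorescence all below set limits, cut at about 80% in these data, passing the limit was not always enough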
#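 System: murine 2C transgenic CD8+ T lymphocytes; also added: QL9-loaded Drosophila micro-vesicles; times: binding 1.5 h at 37 °C; measured by: flow cytometry, PE anti-B7-1 (FL2) versus Alexa647 anti-CD8 (FL8), PFA-fixed; control set: Peptide-free naked vesicles (low) and QL9 vesicles with 0.7% DMSO vehicle (high)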
# PMI inhibition = human PMI inhibitors, high substrate, primary screen, biochemical, fluorescence intensity, high mannose 6-phosphate (AID 1220) | 0.66% of 190,000 active | recombinant PMI enzyme, coupled fluorescence intensity; higher % means a stronger effect | Mannose-6-phosphate isomerase (Homo sapiens) | one-dose inhibition, % at 20 µM; IC50 in µM for titrated hits
# Insulin prom up = insulin promoter activators in MIN6 cells, imaging, high-content screening, mouse beta cells; z-score at 5 µM; MIN6 insulin promoter-GFP reporter; stronger effect = higher value; 0.3% of 190,000 active;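 active = z-score above 3 at 5 µM with at least 500 cells counted in the well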
# Lipid droplet = inhibitors of hepatocyte lipid droplet formation, primary screen, imaging, high-throughput imaging, BODIPY stain. inhibition, % at 6.5 µM. AML12 mouse hepatocytes, oleate lipid droplets. 0.4% of 240,000 active;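 active = lipid droplet intensity inhibited by at least 50%, with more than 500 cells counted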
#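 Technique: fluorescence imaging, 20x objective, two fields per well / Assay system: AML12 hepatocytes (mouse) / Measure: % inhibition of lipid droplet signal / Doses: 6.5 µM single-point dosing / Incubation: overnight exposure / Reagent: 100 µM oleic acid challenge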
# PMI inhibitors = inhibitors of human PMI, primary screen, biochemical, fluorescence intensity, coupled assay (AID 1209); Mannose-6-phosphate isomerase (Homo sapiens); one-dose inhibition, % at 20 µM; IC50 in µM for titrated hits; 0.42% of 190,000 active; purified PMI enzyme, coupled fluorescence intensity; higher % means a stronger effect;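 also: plate controls were DMSO vehicle for no effect and wells lacking substrate for full effect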
# b-catenin transl = modulators of beta-catenin nuclear translocation, primary screen, imaging, HeLa cells, immunofluorescence, high-content; nuclear translocation activity, % at 5 µM; 0.3% of 190,000 active; AID 1665, 2009;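 active = nuclear translocation activity above 50% at 5 µM, with a well cell count of 50 or more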;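 also: per-cell ratio of nuclear to cytoplasmic median beta-catenin stain intensity; plate controls were DMSO negative control for no effect and GSK-3 inhibitor IX positive control for full effect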
#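 Signal – beta-catenin immunofluorescence imaging with DAPI · Test system – human HeLa cell line · Dosing – 5 µM primary single dose, 0.1% DMSO, 0.02–20 µM confirmation series · Measure – % activation, nuclear-to-cytoplasmic median beta-catenin signal ratio per cell · Incubation – 24 h compound exposure at 37°C, 5% CO2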
# TNAP activators = human TNAP enzyme activators, primary screen, biochemical, luminescent, no phosphate acceptor, uHTS (AID 1001) | purified TNAP, luminescent activation assay, no phosphate acceptor; higher activation fold means a stronger effect | activation fold at 20 µM, or EC50 in µM where a hit was titrated | Alkaline phosphatase, tissue-nonspecific isozyme (Homo sapiens) | 0.03% of 200,000 active; in the data active = activation fold from about 3, or a potency from the dose series; inactive = the rest, 99 in 100 with activation fold below about 1.6; also: many of its hits are not listed in these tables
# MT stabilizer = microtubule stabilizers in HeLa cells, primary screen, imaging, high-content imaging; HeLa tubulin immunostaining HCS, 24 h; share of cells brighter than vehicle mean+2SD; 0.83% of 200,000 active; % tubulin-high responders, % at 10 µM; AID 2205, 2009;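 active = plate Z-score above 3 for both tubulin-high and condensed-nucleus cell shares, with cell loss under 80%, at 10 µM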;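 also: anti alpha tubulin signal scored within the nucleus-defined area of each cell; some results filed as inactive read as strong as hits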
# Insulin prom up cell count = further read-out of Insulin prom up, marked with its call; cell count; measured here: cytotoxicity, nuclei count;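 total cells summed across four imaged fields per well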
# Lipid droplet cells 6.5 µM = also measured in Lipid droplet; calls as there; cell count; measured here: cell count, cytotoxicity flag;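 cells counted across two imaged fields per well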
# b-catenin transl cell count 5 µM = also measured in b-catenin transl; calls as there; cell count; measured here: cell count, cytotoxicity flag
# T cell HTS vesicle-bound % = recorded beside T cell HTS, whose call it bears; double positive events, %; measured here: CD8+ vesicle-bound cell fraction;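 binding gate set so that unloaded-vesicle control wells show 10% double positive cells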
# MT stabilizer Hoechst-high % = recorded beside MT stabilizer, whose call it bears; % Hoechst-high responders; measured here: nuclear condensation Hoechst responders;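 share of cells brighter than vehicle mean plus two SD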
# MT stabilizer cytotoxicity % = second read-out of MT stabilizer, no call of its own (marks repeat the call); toxicity, %; measured here: cytotoxicity by cell density;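 0% = mean cell density of plate MIN control wells and 100% = no cells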
# Autophagy HCS cell loss 18 h = recorded beside Autophagy HCS, whose call it bears; toxicity, %; measured here: cell loss, nuclei count;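 cell loss after 18 h compound exposure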
# * hit, by the source's call; i = inactive; x = not tested or not shown; + = active, no number. Rule as the data show it, unless noted: active = inhibition above about 50%; inactive = the rest.
SMILES,Autophagy HCS,Autophagy HCS cell loss 18 h,T cell HTS,T cell HTS vesicle-bound %,PMI inhibition,Insulin prom up,Insulin prom up cell count,Lipid droplet,Lipid droplet cells 6.5 µM,PMI inhibitors,b-catenin transl,b-catenin transl cell count 5 µM,TNAP activators,MT stabilizer,MT stabilizer Hoechst-high %,MT stabilizer cytotoxicity %
COc1cccc(CNCC(=O)N2C(C)CCCC2C)c1 (stereo not given),i,13,i,36,1%,-0.23,1116,x,x,0%,0.0,1176,1.1,2.8,1.7,7.3
COc1ccc(-n2c(C)c(C(C)=O)c(C(C)=O)c2C)cc1OC,i,-2,i,17,12%,-0.45,1186,x,x,6%,-5.0,1037,1.1,2.9,3.3,7.2
Cc1c(N=C(N)/N=C(\N)Nc2ccccc2)c(=O)n(-c2ccccc2)n1C,i,5,i,50,-3%,-0.13,1534,-34,609,-4%,-2.5,1091,1.3,2.3,3.1,6.2
CC(=O)Nc1cccc(NC(=O)CSc2nnc(Cc3cccn3C)n2CCc2ccccc2)c1,i,6,i,59,-2%,-0.56,1289,x,x,-2%,1.0,1393,1.1,6.2,2.5,3.7
O=C(CNC1CCCCCC1)c1cccs1,i,-6,i,51,-63%,0.4,1407,-5,674,-42%,-1.2,966,1.1,1.0,2.3,10.0
O=C1N=C(N2CCOCC2)S/C1=C\c1cccs1,i,-16,i,50,14%,0.5,1492,4,744,14%,-1.5,1033,1.1,2.8,1.4,4.7
CCOC(=O)c1ccc(NC2c3ccccc3C(=O)N2c2ccccn2)cc1 (stereo not given),i,9,i,21,18%,0.62,945,x,x,2%,x,x,1,3.7,2.2,8.3
COc1ccc(C(C)=O)cc1COC(=O)c1ccc(OCc2c(C)noc2C)cc1,i,-22,i,35,4%,-0.59,1062,x,x,6%,-8.1,1007,1.1,3.9,3.9,5.8
CCCCCOC(=O)NCC(O)c1ccccc1 (stereo not given),i,-7,i,26,-12%,-0.27,753,x,x,-4%,1.4,723,1.1,3.7,3.2,5.4
COc1ccc(N(C(=O)Cc2cccs2)C2C=CS(=O)(=O)C2)cc1 (stereo not given),i,18,i,20,30%,3.1*,1306*,0,700,5%,-1.3,1139,1,4.9,1.8,5.3
O=C1CCN(S(=O)(=O)c2ccc(Br)cc2)CCN1,i,2,i,36,21%,1.4,1137,-3,777,8%,-1.7,1050,1,1.6,2.3,7.9
COc1cccc(CCc2nnc(CCC(=O)NCCc3cccc(C)n3)o2)c1,i,3,i,60,-6%,0.94,1603,-1,727,-3%,-2.0,1039,1,3.3,2.9,4.9
CN(C)C(C(=O)NC1CCCCC1)c1ccc(Cl)cc1 (stereo not given),i,10,i,32,2%,-0.92,1242,-4,779,6%,-2.9,1172,1.1,2.1,1.5,5.9
N#Cc1c(-c2ccccc2Cl)cc(-c2ccccc2)nc1Br,i,-5,i,39,2%,-0.03,1377,6,631,-1%,0.9,835,0.9,2.7,1.6,6.9
O=c1cnn(-c2ccccc2)c(-c2ccccc2)c1,i,7,i,17,-5%,0.67,1144,x,x,-10%,-7.9,942,1,3.8,3.4,9.7
O=C(NCCC1=CCCCC1)C1CCN(C(=O)c2ccc(Br)cc2)CC1,i,15,i,44,9%,-0.15,1611,-8,654,12%,-0.1,1021,1.1,5.7,2.6,8.0
COc1ccc(N2CCN(C(=O)C3CC(=O)N(c4ccc(C)cc4)C3)CC2)cc1 (stereo not given),i,16,i,43,-1%,-0.23,1369,-4,703,-7%,-1.2,1112,1.2,2.2,2.0,5.3
O=S(=O)(NCC1CCCO1)c1ccc(S(=O)(=O)N(Cc2ccccn2)C2CC2)cc1 (stereo not given),i,7,i,31,8%,0.13,1271,6,668,21%,-0.5,905,1,2.4,3.3,2.3
CC(C)Sc1nsc2nc(=O)c(/C=C3\C=Nc4ccccc43)c(N)n12,i,9,i,25,12%,-0.07,1237,-24,693,-1%,-2.8,1148,0.4,4.4,3.7,7.3
COc1ccc(NC(=O)CSC2=C(C#N)C(c3ccco3)C3=C(CCCC3=O)N2)c(OC)c1 (stereo not given),i,5,i,56,-15%,1.9,972,x,x,-3%,x,x,1.1,2.2,1.8,10
Cc1csc(N(C(=O)c2cccc(S(=O)(=O)N3CCCC3)c2)c2ccccc2)n1,i,-1,i,54,-9%,1.1,769,-17,669,-1%,-6.9,1076,1,1.6,1.2,5.5
Cc1ccc(NC(=O)CCNS(=O)(=O)c2ccc3c(c2)oc(=O)n3C)cc1C,i,0,i,37,-2%,-0.03,1204,-20,757,5%,1.0,1162,1.1,4.5,2.1,11
COc1ccc(C(=O)COc2ccccc2C(N)=O)cc1,i,2,i,42,-1%,0.42,1635,9,665,4%,-0.8,1020,1.1,2.5,2.0,2.8
COC(=O)c1cn(NC(=O)c2cnccn2)c(=O)c2ccccc12,i,7,i,41,22%,0.15,1298,-8,717,25%,0.2,1131,1.2,2.7,1.6,9.7

# Four entries already listed, ordered by molecular weight, smallest number first.
SMILES,Autophagy HCS,Autophagy HCS cell loss 18 h,T cell HTS,T cell HTS vesicle-bound %,PMI inhibition,Insulin prom up,Insulin prom up cell count,Lipid droplet,Lipid droplet cells 6.5 µM,PMI inhibitors,b-catenin transl,b-catenin transl cell count 5 µM,TNAP activators,MT stabilizer,MT stabilizer Hoechst-high %,MT stabilizer cytotoxicity %
COc1ccc(C(=O)COc2ccccc2C(N)=O)cc1,i,2,i,42,-1%,0.42,1635,9,665,4%,-0.8,1020,1.1,2.5,2.0,2.8
CN(C)C(C(=O)NC1CCCCC1)c1ccc(Cl)cc1 (stereo not given),i,10,i,32,2%,-0.92,1242,-4,779,6%,-2.9,1172,1.1,2.1,1.5,5.9
CC(C)Sc1nsc2nc(=O)c(/C=C3\C=Nc4ccccc43)c(N)n12,i,9,i,25,12%,-0.07,1237,-24,693,-1%,-2.8,1148,0.4,4.4,3.7,7.3
Cc1ccc(NC(=O)CCNS(=O)(=O)c2ccc3c(c2)oc(=O)n3C)cc1C,i,0,i,37,-2%,-0.03,1204,-20,757,5%,1.0,1162,1.1,4.5,2.1,11

# Carrying on.
SMILES,Autophagy HCS,Autophagy HCS cell loss 18 h,T cell HTS,T cell HTS vesicle-bound %,PMI inhibition,Insulin prom up,Insulin prom up cell count,Lipid droplet,Lipid droplet cells 6.5 µM,PMI inhibitors,b-catenin transl,b-catenin transl cell count 5 µM,TNAP activators,MT stabilizer,MT stabilizer Hoechst-high %,MT stabilizer cytotoxicity %
CCCCNC(=O)/C(=C/c1ccccc1)NC(C)=O,i,-5,i,46,-7%,0.26,1342,-6,732,-4%,x,x,1.1,2.8,1.9,5.0
O=c1[nH]c2cc3c(cc2cc1CN(Cc1cccnc1)C(=S)NCc1ccco1)OCCO3,i,-1,i,23,x,-0.52,1365,5,733,60%*,-2.7,1010,1.1,1.0,3.1,9.1
CCc1ccc2nc(SCC(=O)N3CC(=O)Nc4ccccc43)c(C#N)cc2c1,+,70*,i,29,-3%,2,746,-1,726,-2%,-1.3,1277,1.1,14,30,32
O=C(NCc1ccc(Cl)cc1)C(=O)Nc1nccs1,i,14,i,66,-9%,x,x,3,728,-9%,-6.2,1057,1.2,2.0,1.9,5.0
Fc1cccc(Cl)c1CSc1nnc(CNc2ccccc2)o1,i,57,i,40,9%,-0.24,1449,0,756,17%,-1.0,1086,1,2.5,2.5,6.2
CCOc1ccc(/C=N/n2cc(-c3ccccc3)[nH]c2=S)cc1,i,20,i,49,0%,0.64,1155,-10,642,-2%,-1.5,1113,1.1,5.2,2.5,6.1
Cc1c(C(=O)O)sc2nc(CSc3ncc(C(F)(F)F)cc3Cl)[nH]c(=O)c12,x,x,i,38,x,0.04,1068,0,711,x,2.1,1251,x,x,x,x
COc1ccc2c(C)cc(SCC(=O)Nc3nsc(-c4ccc(C)cc4)n3)nc2c1,i,9,i,66,14%,0.58,1283,x,x,13%,-1.0,578,1.1,3.8,1.3,2.0
O=Cc1cc2cc3c(cc2nc1Cl)OCCO3,x,x,i,22,x,0.08,1111,-3,712,x,-0.1,1406,x,x,x,x
CCCCC(=O)Nc1ccc(C(=O)NNC(=S)NC(=O)c2ccco2)cc1,i,3,i,49,-22%,0.02,1106,6,697,-10%,1.0,1032,1,4.5,1.7,10
O=C(O)C1CN(c2nc(Cl)ccc2[N+](=O)[O-])C1,i,-19,i,54,47%,x,x,4,739,16%,0.6,1536,1,2.4,1.7,5.3
O=C(NCCc1ccccn1)C1CCCN(S(=O)(=O)Cc2ccccc2)C1 (stereo not given),i,-5,x,x,2%,0.38,849,2,740,5%,0.9,1039,1.1,1.3,1.3,8.0
CCOC(=O)Cc1nnc(NC(=O)CSc2ccccc2)s1,i,24,i,39,-18%,0,1336,2,772,-4%,-3.9,1227,1.1,1.0,1.5,10
Cc1cc(C)n(-c2cc(C)c(C)cc2Br)n1,i,2,i,46,2%,1.4,1190,-7,750,-4%,x,x,1,1.5,1.8,11
COC(=O)c1cc(NC(=O)c2cccnc2)ccc1N1CCOCC1,i,-1,i,50,11%,-0.17,1580,-11,722,3%,3.4,908,1.1,1.9,1.6,3.9
O=C(NCC1CCCO1)c1cc2ccccc2oc1=O (stereo not given),i,-11,i,60,8%,-0.08,1660,7,761,8%,0.5,968,1.1,3.6,1.5,5.7
O=C(O)/C=C\c1cccc(-n2cnnn2)c1,i,11,i,22,-5%,0.03,1253,10,750,-11%,-0.3,528,1.1,4.6,3.0,8.2
O=C1C2ON(c3ccccc3)C(c3ccccc3F)C2C(=O)N1c1ccccc1 (stereo not given),i,11,i,5,8%,0.01,1288,x,x,4%,-0.4,1179,1,0.5,1.5,8.3
